Screening results (PubChem)
Dengue-2 NS5 capping: Dengue-2 NS5 methyltransferase inhibitors, primary screen, biochemical, confirmation dose response (AID 588689). Dengue-2 NS5 methyltransferase capping enzyme assay, biochemical; higher % means a stronger effect. actives 0.3% (n = 340,000). Genome polyprotein (Dengue virus type 2 (strain 16681-PDK53)). inhibition, % at 25 µM, or IC50 in µM where a hit was titrated; in the data active = a potency from the dose series; inconclusive = inhibition above about 29% without an active follow-up result
Siah-1 displacement: Siah-1 peptide-binding antagonists, primary screen, biochemical, fluorescence polarization, rhodamine-plectin, uHTS (AID 1817); Siah-1 / rhodamine-plectin peptide fluorescence polarization; higher % means a stronger effect; E3 ubiquitin-protein ligase SIAH1 (Homo sapiens); displacement, % at 20 µM, or IC50 in µM where a hit was titrated; actives 0.02% (n = 290,000);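 active = displacement of at least 50% at 20 µM, with a fluorescence ratio check between 0.3 and a set limit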;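 note: plate controls were Siah plus tracer with DMSO for no effect and tracer alone without Siah for full effect; strong numbers were not always called active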
RSV antiviral HEp-2: RSV antiviral activity via CPE protection, HEp-2 cells, primary 10 µM value included (AID 2391) | HEp-2 cells, RSV-induced CPE inhibition; higher % means a stronger effect | CPE inhibition, % at 10 µM; hits with a dose series show IC50 in µM | actives 0.13% (n = 310,000); in the data active = a potency from the dose series; inconclusive = CPE inhibition mostly from about 23% at the one dose, without a potency; inactive = the rest, 99 in 100 with CPE inhibition below about 21%; note: strong numbers were not always called active
Large T inhibition: SV40 large T antigen inhibitors, biochemical (AID 1903). SV40 large T antigen ATPase/helicase inhibition assay; higher % means a stronger effect. inhibition, % at 20 µM, or IC50 in µM where a hit was titrated. actives 0.39% (n = 310,000); in the data active = a potency from the dose series; inconclusive = inhibition mostly from about 32% at the one dose, without a potency; inactive = the rest, 99 in 100 with inhibition below about 32%; note: strong numbers were not always called active
XIAP antagonists: XIAP antagonists, biochemical, IAP family, fluorescence polarization (AID 1018). E3 ubiquitin-protein ligase XIAP (Homo sapiens). one-dose displacement, % at 20 µM; IC50 in µM for titrated hits. actives 0.007% (n = 200,000). XIAP BIR domain, fluorescence polarization peptide displacement; higher % means a stronger effect; in the data active = displacement above about 50%; note: a part of the inactive calls stands beside numbers as strong as those of hits
AID2073: inhibitors of Mint1-CaV2.2 protein interaction, biochemical, HTRF (AID 2073) | Voltage-dependent N-type calcium channel subunit alpha-1B (Homo sapiens) | HTRF protein-protein interaction, Mint1-CaV2.2; higher % means a stronger effect | inhibition, % at 20 µM; hits with a dose series show IC50 in µM | actives 0.19% (n = 290,000); in the data active = inhibition mostly above about 51%, no sharp cut-off; inconclusive = no clear call, values can overlap the other calls; inactive = mostly below about 53%; note: some results filed as inactive read as strong as hits
HIV peptide binding: inhibitors of HIV fusion peptide binding, primary screen, biochemical, uHTS, fluorescence dequenching (AID 1986); inhibition, % at 20 µM; hits with a dose series show IC50 in µM; actives 0.3% (n = 290,000); cell-free peptide binding, fluorescence dequenching, 30 min; higher % means a stronger effect; in the data active = inhibition mostly above about 52%, no sharp cut-off; inactive = mostly below about 76%; note: some results filed as inactive read as strong as hits
LYP phosphatase: inhibitors of LYP phosphatase, biochemical, fluorescence intensity, uHTS (AID 1779); actives 0.054% (n = 290,000); recombinant LYP phosphatase, fluorescence intensity; higher % means a stronger effect; Tyrosine-protein phosphatase non-receptor type 22 (Homo sapiens); inhibition, % at 11.5 µM, or IC50 in µM where a hit was titrated; in the data active = inhibition above about 50%;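 note: plate controls were vehicle with enzyme for no effect and no enzyme for full effect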
Rac1 GTP hydrolysis: MgcRacGAP GTPase-activating activity inhibitors, confirmation, biochemical, ADP Hunter fluorescence. Rac GTPase-activating protein 1 (Homo sapiens). actives 0.6% (n = 340,000). AID 624330, 2012. MgcRacGAP-stimulated Rac1 GTP hydrolysis, ADP Hunter fluorescence; higher % means a stronger effect; GST-tagged Rac1 F28L mutant substrate. inhibition, % at 30 µM; hits with a dose series show IC50 in µM;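 active = first-screen hits whose inhibition reached a set limit at any dose in the follow-up dose series; inconclusive = inhibition above the set first-screen limit but never retested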;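 note: fluorescence reports GDP produced by GAP-driven GTP hydrolysis; strong numbers were not always called active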
Dengue-2 NS5 capping pilot replicate: recorded beside Dengue-2 NS5 capping, whose call it bears; inhibition, %; measured here: pilot screen replicate inhibition
Numbers without * were called inactive; ? = inconclusive; nt = no result given.

SMILES | Dengue-2 NS5 capping | Siah-1 displacement | RSV antiviral HEp-2 | Large T inhibition | XIAP antagonists | AID2073 | HIV peptide binding | LYP phosphatase | Rac1 GTP hydrolysis | others
Cn1cnnc1SCC(=O)NC1CCCC1 | -8% | -1% | 0.6% | 4% | nt | 8% | -0.2% | -12% | 11%
Cc1noc(C)c1C(c1ccccc1)c1ccccc1 | -2% | 5% | 0.7% | 5% | -4.3% | 1% | -1.9% | 0% | 10%
CC(C)c1ccc(NC2CCCN(C(=O)c3cc(C(C)C)[nH]n3)C2)cc1 (configuration not stated) | -9% | 1% | nt | nt | nt | -8% | -1.0% | -5% | -29%
CC(C)CN(CC(C)C)C(=O)CN1c2cccc3cccc(c23)S1(=O)=O | 4% | -1% | 0.1% | 0% | nt | 6% | -2.7% | -3% | 11%
O=C(CN1CCc2cc3c(cc2C1)OCCCO3)Nc1ccc(F)cc1 | -1% | 10% | 12% | 9% | nt | 6% | 0.6% | -11% | -7%
COc1ccc(/C=N/NC(=O)CNC(=O)c2ccc(S(=O)(=O)N3CCCC3)cc2)c(OC)c1 | -3% | -2% | 1.8% | 7% | -7.8% | 0% | -1.7% | -2% | 4%
N#Cc1ccccc1NC(=O)COc1ccc2c(c1)OCO2 | 2% | 2% | 1.5% | 0% | nt | -4% | -0.2% | -1% | 7%
O=C(NN(C(=O)C1CC1)c1nc2ccccc2s1)C1CC1 | -11% | -6% | -0.5% | 9% | -2.3% | 0% | -2.9% | -2% | 7%
Cc1c(C(=O)Nc2ccc(Br)cc2)cnn1C | 0% | 2% | 3.1% | 10% | 2.1% | -3% | -0.4% | -7% | 10%
CCOC(=O)c1c(NC(=O)COc2ccccc2OCC)sc2c1CC(C)(C)NC2(C)C | -7% | nt | 3.9% | 6% | nt | nt | nt | nt | 4%
Cc1ccc(CN2CCNC(=O)C2CC(=O)O)cc1 (configuration not stated) | 0% | 4% | 2.5% | 6% | -1.8% | 1% | -0.7% | 2% | 3%
COc1ccc(-c2cc(C(=O)NN)[nH]n2)cc1OC | -2% | 2% | 2.4% | 2% | -1.6% | 10% | 0.7% | 2% | 5%
CCc1ccc(C(C)NC(=O)C2CCCC2)cc1 (configuration not stated) | -10% | -5% | 0.4% | -8% | nt | 15% | 0.2% | -3% | 9%
O=C1/C(=C/c2ccc([N+](=O)[O-])cc2)CCC1C1CCCC1 (configuration not stated) | -8% | -1% | 8.0% | 21% | nt | -3% | -1.1% | -9% | 8%
COc1ccc(N2CCN(CCNC(=O)CCC(=O)NNc3nc4ccccc4c4nc(C)nn34)CC2)cc1 | 5% | 7% | -1.3% | 18% | nt | 3% | 2.0% | -10% | 10%
COc1ccc(NS(=O)(=O)c2ccc(C(=O)OC(C)C(=O)N3CCOCC3)cc2)cc1 (configuration not stated) | -9% | 4% | 2.4% | 9% | nt | 2% | 0.6% | 2% | 10%
Cc1ccc(C)c(OCCCN2CCCC2)c1 | -11% | 7% | -0.5% | -8% | 0.3% | 4% | 1.8% | -1% | 20%
Cc1ccc(Nc2nnc(SCC(=O)Nc3cccc(S(=O)(=O)N4CCCCC4)c3)s2)cc1 | -4% | -3% | ? | 21% | -11% | 25% | 1.9% | 0% | -7%
Cc1ccc(S(=O)(=O)N(C)C)cc1NC(=S)NNC(=O)C(N)=O | nt | 4% | -0.8% | 13% | -4.7% | -2% | -1.2% | -9% | nt
c1ccc2c(-c3cncc4ccccc34)cncc2c1 | -8% | nt | 15% | 16% | nt | nt | nt | nt | 1%

A stretch from further up, as a working copy:
SMILES | Dengue-2 NS5 capping | Siah-1 displacement | RSV antiviral HEp-2 | Large T inhibition | XIAP antagonists | AID2073 | HIV peptide binding | LYP phosphatase | Rac1 GTP hydrolysis | others
COc1ccc(N2CCN(CCNC(=O)CCC(=O)NNc3nc4ccccc4c4nc(C)nn34)CC2)cc1 | 5% | 7% | -1.3% | 18% | nt | 3% | 2.0% | -10% | 10%
COc1ccc(NS(=O)(=O)c2ccc(C(=O)OC(C)C(=O)N3CCOCC3)cc2)cc1 (configuration not stated) | -9% | 4% | 2.4% | 9% | nt | 2% | 0.6% | 2% | 10%
Cc1ccc(C)c(OCCCN2CCCC2)c1 | -11% | 7% | -0.5% | -8% | 0.3% | 4% | 1.8% | -1% | 20%

Returning to the listing; the 2 compounds before the break are reprinted first.
SMILES | Dengue-2 NS5 capping | Siah-1 displacement | RSV antiviral HEp-2 | Large T inhibition | XIAP antagonists | AID2073 | HIV peptide binding | LYP phosphatase | Rac1 GTP hydrolysis | others
Cc1ccc(S(=O)(=O)N(C)C)cc1NC(=S)NNC(=O)C(N)=O | nt | 4% | -0.8% | 13% | -4.7% | -2% | -1.2% | -9% | nt
c1ccc2c(-c3cncc4ccccc34)cncc2c1 | -8% | nt | 15% | 16% | nt | nt | nt | nt | 1%
O=C(Cn1nc(Cc2cccnc2)c2ccccc2c1=O)Nc1ccccc1F | -11% | -5% | 3.1% | 21% | nt | 8% | -1.3% | -4% | 3%
O=C(Nc1cccc(NC(=O)c2ccccc2Cl)c1)c1ccco1 | -1% | 12% | 2.1% | 8% | nt | 11% | 2.4% | -10% | 6%
Cc1cnc(C(=O)OCC(=O)Nc2ccc(Cl)cn2)cn1 | -1% | nt | 0.1% | 5% | nt | nt | nt | nt | 8%
CCOCCCNC(=O)C(=O)NCCCOCC | -5% | 8% | 2.9% | 12% | -4.6% | 1% | -0.1% | -9% | 7%
COc1ccccc1NC(=O)C(C)OC(=O)C1CCN(S(=O)(=O)c2ccc(C)c(C)c2)CC1 (configuration not stated) | -8% | nt | 0.0% | 9% | nt | nt | nt | nt | 1%
Cc1ccc(C(=O)Cn2c(C(=O)OCCO)cc3ccccc32)cc1 | nt | 12% | 0.6% | 15% | nt | 5% | 0.7% | -6% | 19%
O=C(Cc1csc(NC(=O)Nc2cccc(Cl)c2)n1)NCc1ccccn1 | -9% | nt | 3.2% | 11% | nt | nt | nt | nt | 13%
O=C(O)c1cccc2c1-c1ccccc1/C2=N\Nc1ccccc1 | 1% | -8% | 2.1% | 10% | nt | -1% | 20% | -3% | 23%
COc1ccc(C(N)CCc2ccco2)cc1 (configuration not stated) | -5% | 4% | 0.4% | 7% | -9.7% | 4% | -2.3% | -8% | 8%
O=C1CCC(C(=O)N2CCOCC2)CN1Cc1ccc(Cl)cc1 (configuration not stated) | 3% | -3% | 0.8% | 1% | nt | -4% | 0.2% | -7% | 10%
CCn1c(=N)c(S(=O)(=O)c2ccc(F)cc2)cc2c(=O)n3ccccc3nc21 | ? | 1% | 0.1% | 15% | -16% | 6% | -0.9% | -45% | 15%
COC(=O)Cn1ccc2cc(S(=O)(=O)N3CCCCCC3)ccc21 | -5% | 0% | 1.6% | 9% | nt | -2% | -1.0% | -9% | -1%
CC(CCc1ccccc1)NC(=O)COC(=O)CC1CC2CCC1C2 (configuration not stated) | -4% | 1% | 0.4% | 1% | -7.7% | 1% | 2.8% | -5% | 9%
Clc1ccc(-n2nnnc2CN2CCCCC2)cc1Cl | -1% | 4% | 1.4% | 3% | -0.1% | 0% | 0.1% | -5% | 4% | Dengue-2 NS5 capping pilot replicate=-1.2
CSc1ccc(/C=C/c2ccc3cccc(O)c3n2)cc1 | -1% | -12% | 4.0% | 9% | -5.8% | 44% | 0.0% | 2% | -1%
Cc1cccc(NC(=S)N/N=C/c2cccc([N+](=O)[O-])c2)c1 | -3% | 5% | 3.4% | 21% | -2.6% | -9% | -3.6% | 0% | 6%
CCOC(=O)c1c(S(=O)(=O)NCC(=O)N2CCN(c3ccc(OC)cc3)CC2)c(C)n(C)c1C | 8% | 1% | 0.1% | 17% | nt | 0% | -1.0% | -9% | 8%
COc1ccc(NC(=O)C2CC(=O)n3c(nc4ccccc43)N2)cc1 (configuration not stated) | -1% | -1% | -1.4% | 22% | nt | 9% | -0.3% | -6% | 7%
O=C(Nc1cc(Cl)ccc1N1CCOCC1)c1ccc(N2CCCCC2)c([N+](=O)[O-])c1 | 0% | nt | -1.8% | 14% | nt | nt | nt | nt | 2%
Cc1cc(C)n2nc(/C(C#N)=C/c3ccccn3)c(C#N)c2n1 | -7% | 10% | -0.9% | 20% | -3.1% | 26% | 2.5% | -7% | 4%

Grouped by structure, the entries above containing a COOH group (2)
SMILES | Dengue-2 NS5 capping | Siah-1 displacement | RSV antiviral HEp-2 | Large T inhibition | XIAP antagonists | AID2073 | HIV peptide binding | LYP phosphatase | Rac1 GTP hydrolysis | others
Cc1ccc(CN2CCNC(=O)C2CC(=O)O)cc1 (configuration not stated) | 0% | 4% | 2.5% | 6% | -1.8% | 1% | -0.7% | 2% | 3%
O=C(O)c1cccc2c1-c1ccccc1/C2=N\Nc1ccccc1 | 1% | -8% | 2.1% | 10% | nt | -1% | 20% | -3% | 23%

(continued)
SMILES | Dengue-2 NS5 capping | Siah-1 displacement | RSV antiviral HEp-2 | Large T inhibition | XIAP antagonists | AID2073 | HIV peptide binding | LYP phosphatase | Rac1 GTP hydrolysis | others
CCOc1ccc(CNC(=O)c2cccc(NC(=O)C3=C(C)OCCS3)c2)cc1 | -5% | -3% | ? | 4% | nt | 14% | -0.7% | 0% | 3%
O=C(CSc1nc2ccccc2o1)NCC1CCCO1 (configuration not stated) | -4% | nt | 0.1% | 7% | nt | nt | nt | nt | 5%
O=C1/C(=C\c2ccc(Br)o2)Cc2ccccc21 | -3% | 20% | 4.0% | 7% | 0.5% | -15% | 22% | 0% | 7%
O=C(NN1CCOCC1)c1ccc(Br)cc1 | -12% | nt | 0.8% | 13% | nt | nt | nt | nt | 0%
C(=C\c1ccco1)/c1ccc2ccccc2n1 | nt | 32% | nt | 22% | nt | 60% | 34% | -2% | nt
NS(=O)(=O)c1ccc(CNC(=O)c2ccc(Cl)c([N+](=O)[O-])c2)cc1 | -3% | -3% | 3.0% | 9% | nt | 1% | -1.1% | -5% | 6%
Cc1ccc(C(=O)NC(C)C(c2cccs2)N2CCCC2)s1 (configuration not stated) | -13% | 0% | 0.7% | 9% | -3.4% | 2% | -1.8% | -5% | 2%
O=S(=O)(Nc1cccc(-c2cn3c(n2)SCC3)c1)c1ccccc1F | 1% | -3% | ? | 12% | nt | 6% | 0.9% | -6% | 5%
Cc1cccc(N(C(=O)Cc2cccs2)C(C(=O)NC2CCCC2)c2ccncc2)c1 (configuration not stated) | -11% | -8% | 0.3% | -3% | nt | 6% | -1.7% | -3% | 7%
Clc1ccc(-c2nn3c(-c4ccncc4)nnc3s2)c(Cl)c1 | nt | 5% | nt | nt | -1.0% | 1% | -2.5% | -1% | nt
O=C(CC1C(=O)NCCN1C(=S)Nc1ccccc1)Nc1ccc2c(c1)OCCO2 (configuration not stated) | -7% | 0% | -1.5% | 18% | -2.8% | -46% | -1.1% | 0% | 4%
